High-throughput results deposited in PubChem by National Center for Advancing Translational Sciences (NCATS).
p53 reactivation – qHTS assay for re-activators of p53 using a Luc reporter | H1299 p53-A138V BP100-luciferase reporter, luminescence, 24 h | AID 504706, 2011 | Potency, µM (titrated, usually from 92.2 µM), for the others: top-dose activity change, positive = activation, actives largely listed as activators | 320,000 tested, 0.063% active; also: potency is read from the fitted curve at half-maximal effect; % of control where 0% means no effect; nearly all actives have a fitted effect of over 45% in size
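p53-null H1299 cells stably carrying temperature-sensitive p53-A138V and a BP100-luciferase reporter were pinned with compounds (4-point, 1:5 series) and held 24 hrs at 37 deg C. Luminescence was read 10 min after detection reagent.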
RORgamma inh – qHTS for inhibitors of ROR gamma transcriptional activity; Nuclear receptor ROR-gamma (Mus musculus), P51450; Drosophila S2 Gal4-RORgamma UAS-luciferase reporter, 20 h; Potency, µM (series often up to 53.6 µM), for inactives: at the top dose activity change, negative = inhibition, actives largely listed as inhibitors; 310,000 tested, 5.4% active; also: potency is read from the fitted curve at half-maximal effect; % is scaled to controls: 0 for no effect and ±100 for the full control effect; nearly all actives have a fitted effect of over 60% in size
Target sequence (P51450 whole entry, looked up, the tested form may be a part): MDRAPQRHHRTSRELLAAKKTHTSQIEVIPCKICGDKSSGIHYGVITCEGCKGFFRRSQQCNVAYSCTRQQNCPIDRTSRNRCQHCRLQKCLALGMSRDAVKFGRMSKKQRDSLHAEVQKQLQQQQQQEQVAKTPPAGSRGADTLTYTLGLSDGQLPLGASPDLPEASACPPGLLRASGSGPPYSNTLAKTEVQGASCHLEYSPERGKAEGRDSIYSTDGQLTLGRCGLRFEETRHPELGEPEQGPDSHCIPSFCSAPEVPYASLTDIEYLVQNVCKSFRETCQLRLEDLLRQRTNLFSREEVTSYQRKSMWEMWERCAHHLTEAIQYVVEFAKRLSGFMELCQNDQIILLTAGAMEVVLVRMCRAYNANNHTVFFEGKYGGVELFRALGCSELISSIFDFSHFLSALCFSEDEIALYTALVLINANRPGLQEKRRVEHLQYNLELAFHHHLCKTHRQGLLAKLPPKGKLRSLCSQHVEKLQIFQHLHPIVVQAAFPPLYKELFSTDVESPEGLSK
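Drosophila Schneider cells stably carrying a metallothionein-driven Gal4 DBD–ROR gamma fusion and a UAS-Photinus luciferase reporter were exposed to compound for 1 hr, then induced with copper sulfate (700 uM final) for 20 hr at ambient temperature before luminescence reading.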
ELG1 DNA repair – qHTS screen for small molecules that inhibit ELG1-dependent DNA repair in human embryonic kidney (HEK293T) cells expressing luciferase-tagged ELG1; Potency, µM (series often up to 46.1 µM), for the others: top-dose activity change, negative = inhibition, most hits filed as inhibitors; 330,000 tested, 2.3% active; HEK293T ELG1-luciferase reporter, luminescence, 16 h; DNA damage induced by 5-fluorouridine; also: potency is read from the fitted curve at half-maximal effect; % is scaled to controls: 0 for no effect and ±100 for the full control effect; nearly all actives have a fitted effect of over 55% in size
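5-Fluorouridine DNA damage + compound/DMSO, 2,000 cells/well, 16 h, 37 °C/5% CO2. ONE-Glo, 30 min RT, luminescence. Readout = decrease in reporter signal.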
Tb PFK inh – qHTS Assay to Find Inhibitors of T. brucei phosphofructokinase | T. brucei PFK, ADP-Glo luminescence | Potency, µM (doses to about 57.5 µM), for inactives: at the highest dose activity, negative = inhibition, hits mostly inhibitors | 330,000 tested, 0.17% active | AID 485367, 2010;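 also: potency is read from the fitted curve at half-maximal effect; 0% = uninhibited 1x PFK enzyme wells and -100% = no-enzyme wells; nearly all actives have a fitted effect of over 60% in size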
Target sequence (O15648 whole entry, looked up): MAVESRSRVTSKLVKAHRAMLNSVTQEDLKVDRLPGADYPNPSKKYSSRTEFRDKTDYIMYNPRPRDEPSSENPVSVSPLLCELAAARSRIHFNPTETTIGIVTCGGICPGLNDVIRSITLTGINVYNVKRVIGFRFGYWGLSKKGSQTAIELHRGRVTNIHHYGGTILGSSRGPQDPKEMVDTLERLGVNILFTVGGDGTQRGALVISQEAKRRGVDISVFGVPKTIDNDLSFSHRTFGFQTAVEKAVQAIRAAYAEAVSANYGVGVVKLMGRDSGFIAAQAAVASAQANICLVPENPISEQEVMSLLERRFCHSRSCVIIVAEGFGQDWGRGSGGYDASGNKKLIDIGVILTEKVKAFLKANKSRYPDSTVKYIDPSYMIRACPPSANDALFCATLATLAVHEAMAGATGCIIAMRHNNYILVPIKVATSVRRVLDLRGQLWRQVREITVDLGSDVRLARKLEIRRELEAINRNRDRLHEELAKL
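Compounds were pin-transferred as a titration series up to 57 uM into substrate buffer (0.5 mM F6P, 0.1 mM ATP, pH 8.0), then 1.25 nM PFK was added and reactions ran 45 min before ADP-Glo detection.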
Gal4-VP16 FLuc – VP16 counterscreen qHTS for inhibitors of ROR gamma transcriptional activity | Drosophila S2 Gal4-VP16 UAS-luciferase, luminescence, 20 h | Potency, µM (top dose mostly 53.6 µM), for inactives: at the highest dose activity, negative = inhibition, hits mostly inhibitors | 310,000 tested, 3.5% active;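 also: Gal4-VP16 expression switched on by copper sulfate through the metallothionein promoter; potency is read from the fitted curve at half-maximal effect; % is scaled to controls: 0 for no effect and ±100 for the full control effect; nearly all actives have a fitted effect of over 50% in size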
ELG1 genotox – qHTS screen for small molecules that induce genotoxicity in human embryonic kidney (HEK293T) cells expressing luciferase-tagged ELG1; HEK293T ELG1-luciferase reporter, luminescence, 16 h; Potency, µM (titrated, usually from 46 µM), for inactives: top-dose activity change, positive = activation, usual class: activators; 330,000 tested, 1.3% active; AID 504466, 2011; also: potency is read from the fitted curve at half-maximal effect; % of control where 0% means no effect; nearly all actives have a fitted effect of over 60% in size
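HEK293T cells expressing luciferase-tagged ELG1 were treated with compound or DMSO for 16 hr at 37°C. Luciferase activity was then read after 30 min with ONE-Glo at room temperature; rising signal flags genetic stress.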
NPC1 prom act – qHTS Assay for NPC1 Promoter Activators. 320,000 tested, 2.4% active. Huh7 NPC1 promoter luciferase reporter, 24 h. Potency, µM (series often up to 9.22 µM), for inactives: at the top dose activation, hits mostly activators;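 also: potency is read from the fitted curve at half-maximal effect; % of control where 0% means no effect; nearly all actives have a fitted effect of over 60% in size; reporter is driven by a mutant NPC1 promoter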
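NPC1 promoter–luciferase Huh7 cells; 24 h compound; luminescence.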
TRPV1 agonist – HTS Assay for Compounds that Act as Agonists of the Vanilloid Receptor 1; Transient receptor potential cation channel subfamily V member 1 (Homo sapiens), Q8NER1; TRPV1-expressing cells, Fluo-8 calcium influx, agonist mode; activation, % at 8.33 µM; 320,000 tested, 0.19% active; AID 540275, 2011; in the data active = activation above about 80%; inconclusive = between about 30% and that limit; also: 0% is about no effect
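Fluo-8 calcium influx in TRPV1-expressing cells, kinetic read (ex 480/em 520 nm). Compound added and read 3 min for agonist activity, followed by capsaicin at EC20 final and 2 min further read for enhancement.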
Rab9 prom act – qHTS Assay for Rab9 Promoter Activators | Huh7 Rab9 promoter-luciferase reporter, luminescence, 24 h | Potency, µM (top dose mostly 9.22 µM), inactives show at the highest dose activation, negative = inhibition, usual class: activators | 320,000 tested, 2.8% active | AID 485297, 2010; also: potency is read from the fitted curve at half-maximal effect; % of control where 0% means no effect; nearly all actives have a fitted effect of over 60% in size
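Huh7 cells stably carrying Rab9 promoter–luciferase reporter, plated 1500 cells/well, compound added after 2 h and incubated 24 h at 37 °C; luciferase luminescence then read after 10 min with detection reagent.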
FLuc counter – qHTS profiling assay for firefly luciferase inhibitor/activator using purifed enzyme and Km concentrations of substrates (counterscreen for miR-21 project); Luciferin 4-monooxygenase (Photinus pyralis), P08659; AID 588342, 2011; purified FLuc, Km substrates, luminescence inhibition; 360,000 tested, 6.9% active; Potency, µM (titrated, usually from 57.5 µM), inactives show top-dose activity change, negative = inhibition, usual class: inhibitors;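 also: potency is read from the fitted curve at half-maximal effect; plate controls were vehicle for no effect and reference inhibitor for full effect; nearly all actives have a fitted effect of over 55% in size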
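Purified P. pyralis luciferase, 10 nM final, with Km-level 10 uM D-luciferin and 10 uM ATP in 50 mM Tris acetate pH 7.5, 10 mM Mg acetate, 0.01% Tween-20, 0.05% BSA; 6-point qHTS titration about 60 µM downward; luminescence read.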
BRCA1 expr up – qHTS Assay to Identify Small Molecule Activators of BRCA1 Expression. Potency, µM (top dose mostly 46.1 µM), for the others: at the top dose activation, most hits filed as activators. MCF7-BRCA1-FFLuc reporter, luminescence, 48 h; response scale: scaled: vehicle 0%, 10 µM genistein 100%. 380,000 tested, 1.1% active; also: potency is read from the fitted curve at half-maximal effect; nearly all actives have a fitted effect of over 80% in size; some results filed as inactive show a strong effect at the top dose
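Luminescence from a BRCA1-driven firefly luciferase in MCF7 cells was read after 48 h compound exposure at 37 C. Data normalized against DMSO and a 10microM genistein activation control, then curve-fitted across the titration.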
* hit, by the source's call; u = inconclusive; x = not tested or not shown; & = joins results of further samples; [ ] = remark or other dose. Unless noted, calls follow the shape of the dose curve; as a rule, active = well fitted curve in the direction sought with a large enough effect; inconclusive = small, poorly fitted or top-dose-only effect, or another doubt; inactive = no such curve, though single readings can be large; an effect the other way counts as inactive or inconclusive.

item | smiles | p53 reactivation | RORgamma inh | ELG1 DNA repair | Tb PFK inh | Gal4-VP16 FLuc | ELG1 genotox | NPC1 prom act | TRPV1 agonist | Rab9 prom act | FLuc counter | BRCA1 expr up
1 | CCC(=O)N1CCc2cc(S(=O)(=O)NC(C(=O)Nc3cccc(C)n3)C(C)C)ccc21 (stereo not given) | -35%[inhibitor] | -7% | u | 0% | -10% | -6% | 2% | -1 | -1% | -5% | 5%
2 | O=C(Cc1ccc(S(=O)(=O)N2CCOCC2)s1)N1CCN(S(=O)(=O)c2cccc([N+](=O)[O-])c2)CC1 | 13% | x | -8% | 0% | x | -18% | -2% | 2 | 1% | 5% | -10%
3 | O=S(=O)(c1ccc(F)cc1)N1CCN(c2ccccc2)CC1 | -3% | 10% | -7% | 2% | 5% | 0% | 15% | 0 | -4% | -1% | 9%
4 | Cc1ccc(OCC(=O)NN2C(=O)c3ccccc3C2=O)c(C)c1 | -8% | -9% | 13% | -4% | -10% | -1% | -1% | 1 | -6% | u | -17%
5 | O=C(NCCCc1ccccc1)c1ccc([N+](=O)[O-])cc1Cl | u | -27% | u | -1% | 3% | u | u | u | u | 8.5µM* | 10µM*
6 | COc1ccc(CNC(=O)CN2C(=O)CSc3ccc(S(=O)(=O)N4CCOCC4)cc32)cc1 | 8% | 4% | 8% | 3% | -4% | -1% | -4% | -1 | 2% | -1% | 2%
7 | N#CC(=C=[N-])c1nc2ccccc2nc1-[n+]1cccc(NC(=O)c2cccs2)c1 | -5% | 1% | -4% | 2% | 0% | 2% | -8% | -2 | 2% | 3% | -19%
8 | O=C(CC(c1ccccc1)c1ccccc1)NCc1cccnc1 | -11% | -19% | u | 0% | 4% | -8% | 1% | 12 | 2% | 0% | 1%
9 | C/C(=C\C(=S)Nc1ccccc1)Nc1ccc2ccccc2c1 | u | 5.6µM* | u | -5% | 3.5µM* | 26% | 16% | -7 | 14% | 17µM* | 23%
10 | O=C(CN1C(=O)C2CCCCC2C1=O)Nc1cccc(C(F)(F)F)c1 (stereo not given) | 12% | x | u | -2% | x | -2% | x | x | x | x | -2%
11 | COc1cccc2cc(S(=O)(=O)c3ccc(C)cc3)/c(=N/NS(=O)(=O)c3ccc(C)cc3)oc12 | 3% | -4% | 8% | 6% | 5% | 2% | -2% | -4 | 0% | -12% | -9%
12 | COc1cc2c(cc1OC)C(c1ccccc1)CC2=O (stereo not given) | -4% | 5% | u | -2% | -15% | 1% | 0% | 3 | 0% | 0% | 31%
13 | COc1ccc(NC(=O)CC2C(=O)N(c3cccc(OC)c3)C(=O)N2CCC(C)C)cc1 (stereo not given) | -8% | 26% | u | -8% | -2% | -6% | 1% | -3 | 0% | 0% | -5%
14 | COc1ccc(C(=O)N2CCN(Cc3ccccc3)CC2)cc1[N+](=O)[O-] | x | 33% | u | 3% | -1% | -7% | 0% | 6 | -4% | 1% | -3%
15 | O=C(CN1C(=O)CCS(=O)(=O)c2ccccc21)NCc1ccccc1 | -11% | 6% | 7% | -2% | -28% | -2% | 0% | 5 | -1% | -5% | -1%
16 | COc1ccc(C(=O)NCCCNC(=O)c2ccccn2)cc1Br | -8% | 1% | 20% | 0% | -3% | 8% | -4% | 7 | -5% | 3% | 4%
17 | O=C(O)c1ccccc1NCCO | -1% | -10% | 22% | 1% | -2% | 3% | 0% | 0 | 11% | -8% | 10%
18 | CC(Oc1ccc(Cl)cc1)C(=O)N1CCCc2ccccc21 (stereo not given) | -12% | 5% | -1% | 1% | -1% | -6% | -6% | 4 | 2% | 1% | 5%
19 | O=[N+]([O-])c1ccc(-c2nnc3cccc(Cl)n23)cc1 | -10% | 3% | 15% | 1% | 0% | 3% | 1% | -3 | -1% | -16% | -19%
20 | Cc1cc(F)ccc1NS(=O)(=O)c1c(C)nc2scc(C)n2c1=O | 1% | 4% | 5% | -1% | 7% | 2% | 1% | 13 | 2% | 1%&0% | 1%
21 | CCCCNS(=O)(=O)C1CCS(=O)(=O)C1 (stereo not given) | -2% | 13% | 3% | 0% | 4% | 3% | 0% | -3 | 1% | 1% | 13%
22 | CCC(C)N1CCC2(CC1)N=c1c(c3c4c5c(C)c(O)c3c(O)c1=NC(=O)C(C)=CC=C[C@H](C)[C@H](O)[C@@H](C)[C@@H](O)[C@@H](C)[C@H](OC(C)=O)[C@H](C)[C@@H](OC)C=CO[C@@](C)(O5)C4=O)N2 (stereo not given in full) | 0% | x | 2% | -10% | x | -1% | -4% | 0 | 0% | -18% | -32%
23 | Oc1[nH]c(=S)sc1C=C1N=c2ccccc2=N1 | 10% | -14% | u | -1% | 16% | u | u | -2 | 27% | 6µM* | 95%
24 | COc1ccc(CN(CC(=O)NCC2CCCO2)C(=O)CCC(=O)Nc2cc(C)on2)cc1 (stereo not given) | -7% | 12% | 1% | 0% | 2% | 0% | -1% | 0 | -1% | -1% | -20%
25 | O=C(c1ccc(Cl)c(S(=O)(=O)N2CCCCC2)c1)N1CCCC(C(F)(F)F)C1 (stereo not given) | -5% | x | -2% | 7% | x | 1% | -2% | 29 | -8% | 3% | -35%
26 | Clc1ccc2oc(SCc3cccnc3)nc2c1 | u | 39% | u | -9% | -18% | 3% | 17% | u | 16% | u | u
27 | CCOc1cc(S(=O)(=O)n2cc(-c3ccc(F)cc3)c(N)n2)cc(OCC)c1OCC | -25% | -32% | 15µM* | 3% | 8% | -22% | -9% | u | -4% | 1% | -63%
28 | CC1CCN(C(=O)C2CCCN(c3ncnc4c3nc3n4CCCCC3)C2)CC1 (stereo not given) | -1% | 4% | -21% | 1% | -1% | -3% | 0% | 13 | -9% | 0% | -4%
29 | CCOC(=O)c1[nH]cnc1C(=O)O | 3% | 1% | 7% | u | -4% | 0% | 1% | 2 | 3% | 3% | -6%
30 | O=C(OCC(=O)N1CCCc2ccccc21)c1cccc(S(=O)(=O)N2CCOCC2)c1 | -5% | x | -5% | 3% | x | -1% | -1% | 16 | 0% | -6% | 0%

A draw from above in order of molar mass, largest number first.
item | smiles | p53 reactivation | RORgamma inh | ELG1 DNA repair | Tb PFK inh | Gal4-VP16 FLuc | ELG1 genotox | NPC1 prom act | TRPV1 agonist | Rab9 prom act | FLuc counter | BRCA1 expr up
10 | O=C(CN1C(=O)C2CCCCC2C1=O)Nc1cccc(C(F)(F)F)c1 (stereo not given) | 12% | x | u | -2% | x | -2% | x | x | x | x | -2%
9 | C/C(=C\C(=S)Nc1ccccc1)Nc1ccc2ccccc2c1 | u | 5.6µM* | u | -5% | 3.5µM* | 26% | 16% | -7 | 14% | 17µM* | 23%
8 | O=C(CC(c1ccccc1)c1ccccc1)NCc1cccnc1 | -11% | -19% | u | 0% | 4% | -8% | 1% | 12 | 2% | 0% | 1%
23 | Oc1[nH]c(=S)sc1C=C1N=c2ccccc2=N1 | 10% | -14% | u | -1% | 16% | u | u | -2 | 27% | 6µM* | 95%

Further compounds follow.
item | smiles | p53 reactivation | RORgamma inh | ELG1 DNA repair | Tb PFK inh | Gal4-VP16 FLuc | ELG1 genotox | NPC1 prom act | TRPV1 agonist | Rab9 prom act | FLuc counter | BRCA1 expr up
31 | CCOc1cc(CNCCO)cc(Br)c1OCc1ccccc1Cl | -12% | 18% | 6% | -7% | -18% | -8% | -9% | 7 | -15% | 0% | -73%
32 | CCOC(=O)c1ccc(N=c2sc(C(=O)OC)cc(=O)n2Cc2ccc3c(c2)OCO3)cc1 | 0% | u | 8% | 3% | 0% | 0% | -6% | 2 | -2% | 12% | -17%
33 | Cc1nnsc1C(=O)NNS(=O)(=O)c1ccccc1 | 12% | -33% | -5% | 0% | 3% | 0% | 0% | -1 | -2% | 5% | 0%
34 | CCCC(=O)Nc1ccc(C(=O)N/N=C2\CC(=O)CC(C)(C)C2)cc1 | x | 0% | x | x | -6% | x | x | 1 | x | 5% | -46%
35 | O=C(Cn1c(=O)c2cccn2c2ccc(F)cc21)N1CCN(c2ccc(F)cc2)CC1 | -1% | -9% | 0% | 0% | -3% | -2% | -2% | 1 | 0% | 4%&-5% | 8%

This is a random part of the collection; 15% or so of the library scored in one or more.
